Screens: PubChem, several laboratories
NS5 inhibitors – Dengue-2 NS5 methyltransferase inhibitors, primary screen, biochemical, confirmation dose response (AID 588689). 340,000 compounds, 0.3% hits. Dengue-2 NS5 methyltransferase capping enzyme assay, biochemical; higher % means a stronger effect. inhibition, % at 25 µM; hits with a dose series show IC50 in µM; in the data active = a potency from the dose series; inconclusive = inhibition above about 29% without an active follow-up result
RSV antiviral HEp-2 – inhibition of RSV-induced cytopathic effect – HEp-2 cells, primary 10 µM value included (AID 2391). one-dose CPE inhibition, % at 10 µM; IC50 in µM for titrated hits. 310,000 compounds, 0.13% hits. HEp-2 cells, RSV-induced CPE inhibition; higher % means a stronger effect; in the data active = a potency from the dose series; inconclusive = CPE inhibition mostly from about 23% at the one dose, without a potency; inactive = the rest, 99 in 100 with CPE inhibition below about 21%; note: strong numbers were not always called active
GPR55 LPI antagonism – inhibition of LPI-stimulated GPR55 beta-arrestin translocation – imaging, U2OS, beta-arrestin-GFP, LPI agonist, primary screen (AID 2013); U2OS GPR55 beta-arrestin-GFP translocation imaging, LPI antagonism; higher % means a stronger effect; inhibition, % at 10 µM, or IC50 in µM where a hit was titrated; 290,000 compounds, 0.13% hits;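 active = spots per cell inhibited over 60%, with over 100 cells counted and total cytoplasm intensity under 500,000; inconclusive = wells with under 100 cells, flagged as likely toxic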;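 note: U2OS cells stably carrying GPR55 and arrestin-GFP stimulated by 5 µM LPI near EC80; imaged beta-arrestin-GFP aggregate spots per cell after agonist stimulation; plate controls were LPI-stimulated DMSO wells for no effect and DMSO wells without LPI for full effect; some results filed as inactive read as strong as hits; confirmed hits need IC50 under 10 µM and bright autofluorescent wells are also inconclusive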
MgcRacGAP inhibition – MgcRacGAP GTPase-activating activity inhibitors, confirmation, biochemical, ADP Hunter fluorescence. MgcRacGAP-stimulated Rac1 GTP hydrolysis, ADP Hunter fluorescence; higher % means a stronger effect; GST-tagged Rac1 F28L mutant substrate. one-dose inhibition, % at 30 µM; IC50 in µM for titrated hits. 340,000 compounds, 0.6% hits;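 active = first-screen hits whose inhibition reached a set limit at any dose in the follow-up dose series; inconclusive = inhibition above the set first-screen limit but never retested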;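 note: fluorescence reports GDP produced by GAP-driven GTP hydrolysis; strong numbers were not always called active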
UTI89 phage lysis – inhibition of K1F phage lysis, E. coli UTI89, bacterial capsule biogenesis inhibitors, alamar blue (AID 488966); 340,000 compounds, 0.02% hits; E. coli UTI89 K1F phage lysis, alamar blue, 2 h; higher % means a stronger effect; inhibition, % at 100 µM, or IC50 in µM where a hit was titrated;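 active = phage lysis inhibition, versus mean bacterial control, above a set limit; inconclusive = no clear call, values can overlap the other calls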;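 note: capsule biogenesis inhibitors block K1F phage lysis so surviving cells raise fluorescence; higher fluorescence means more inhibition of phage lysis; actives were called in the ten point dose series up to 300 µM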
Salmonella PhoP GFP – inhibitors of PhoP regulon expression, primary screen, Salmonella Typhimurium, GFP reporter (AID 1863); S. Typhimurium PhoP-regulated promoter GFP reporter, 4 h; higher % means a stronger effect; inhibition, % at 50 µM; hits with a dose series show IC50 in µM; 300,000 compounds, 0.16% hits;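 active = inhibition over 29.93%, a cutoff 3 SD above the screen mean, later confirmed by dose response; inconclusive = inhibition over 29.93% but no dose response follow-up; inactive = inhibition at most 29.93% or unconfirmed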;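 note: 0% = low Mg2+ inducing control and 100% = high Mg2+ repressing control; strong numbers were not always called active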
HIV fusion peptide – inhibitors of HIV fusion peptide binding, primary screen, biochemical, uHTS, fluorescence dequenching (AID 1986) | 290,000 compounds, 0.3% hits | inhibition, % at 20 µM, or IC50 in µM where a hit was titrated | cell-free peptide binding, fluorescence dequenching, 30 min; higher % means a stronger effect; in the data active = inhibition mostly above about 52%, no sharp cut-off; inactive = mostly below about 76%; note: some results filed as inactive read as strong as hits
Large T inhibition – SV40 large T antigen inhibitors, biochemical (AID 1903); SV40 large T antigen ATPase/helicase inhibition assay; higher % means a stronger effect; 310,000 compounds, 0.39% hits; inhibition, % at 20 µM; hits with a dose series show IC50 in µM; in the data active = a potency from the dose series; inconclusive = inhibition mostly from about 32% at the one dose, without a potency; inactive = the rest, 99 in 100 with inhibition below about 32%; note: strong numbers were not always called active
GPR35 antagonists – inhibition of zaprinast-stimulated GPR35 beta-arrestin translocation – imaging, U2OS, beta-arrestin-GFP, zaprinast agonist, primary screen (AID 2058) | U2OS GPR35 beta-arrestin-GFP translocation imaging, zaprinast antagonism; higher % means a stronger effect | inhibition, % at 10 µM; hits with a dose series show IC50 in µM | 290,000 compounds, 0.052% hits;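 active = inhibition of at least 50% with at least 30 cells and total cytoplasm GFP at most 10,000,000; inconclusive = under 30 cells or total GFP of 10,000,000 plus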
NS5 inhibitors pilot replicate – second read-out of NS5 inhibitors, no call of its own (marks repeat the call); inhibition, %; measured here: pilot screen replicate inhibition
An asterisk follows results filed as active; ? = inconclusive; / = not tested or not shown; [ ] = dose if it differs, or a comment.

SMILES | NS5 inhibitors | RSV antiviral HEp-2 | GPR55 LPI antagonism | MgcRacGAP inhibition | UTI89 phage lysis | Salmonella PhoP GFP | HIV fusion peptide | Large T inhibition | GPR35 antagonists | others
CCOC(=O)c1c(NC(=O)C2CCCN(S(=O)(=O)c3ccccc3)C2)sc2c1CCCC2 (configuration not stated) | 1% | 4.4% | 1% | 4% | 0.3% | 4% | -1.0% | 2% | 3%
CCn1c(=O)n(CC)c2cc(S(=O)(=O)NCCOc3ccccc3)c(C)cc21 | -4% | 6.0% | 4% | 9% | 0.6%[50 µM] | 0% | -2.4% | 12% | 7%
CCOC(=O)CC1NCCc2c1[nH]c1ccc(OC)cc21 (configuration not stated) | -9% | 1.0% | -6% | 11% | 1.3% | 0% | -0.6% | -11% | -4%
CC1(C)CC(=O)C=C(OC(=O)c2ccc(Cl)cc2)C1 | -26% | -0.3% | 4% | 6% | 0.8% | -11% | -1.8% | 6% | 5%
CC(Sc1nnc(CN2CCCC2)n1Cc1ccccc1)C(=O)Nc1ccc(F)cc1 (configuration not stated) | -6% | -1.3% | -5% | 7% | 0.1% | -3% | -0.1% | 5% | -1%
O=c1cc(-c2ccccc2)nc(N2CCCCC2)[nH]1 | -2% | 1.7% | 5% | 0% | 0.5% | -4% | 2.0% | 12% | 0%
CN1CCN(c2ccc([N+](=O)[O-])c(-n3nc(-c4ccccc4)c4ccccc4c3=O)c2)CC1 | 6% | -0.8% | 18% | 3% | 8.6% | 5% | -0.5% | 6% | -3%
Cc1ccc(C(=O)COC(=O)c2ccc(Br)o2)cc1C | -6% | 1.4% | -17% | 5% | 0.3% | -2% | -2.3% | 11% | 0%
Cc1ccccc1OCC(=O)Nc1sc2c(c1C#N)CCC2 | -9% | -1.1% | 8% | 4% | 0.7%[50 µM] | -2% | 1.3% | 7% | 17%
O=C(O)C1[C@H]2C(=O)N(C3CCCC3)C[C@]23C=C[C@H]1O3 (some centres not stated) | 1% | -0.2% | 6% | 7% | 0.7% | 1% | 1.5% | 17% | 2%
CN=C1S/C(=C\c2ccc(Cl)cc2)C(=O)N1C | -4% | ? | 0% | 3% | 0.5% | -3% | -3.2% | -1% | 9%
CN(CC(=O)Nc1cccc(S(=O)(=O)NC2=NCCC2)c1)Cc1ccccc1Cl | -5% | 0.3% | / | 4% | 1.0%[50 µM] | / | / | / | /
CCOC(=O)C1=C(C)NC(=O)NC1c1cccc(OC)c1OCc1ccccc1Cl (configuration not stated) | -2% | 0.6% | -1% | 4% | 3.0% | 0% | -0.3% | 10% | 10%
COCCN(C(=O)COC(=O)c1cc2c(s1)CCCC2)c1c(N)n(Cc2ccccc2)c(=O)[nH]c1=O | 0% | 0.8% | / | 5% | 0.9%[50 µM] | -8% | / | 5% | /
Cc1cc(NC(=O)c2cc(-c3cccc(OCC(C)C)c3)nc3ccccc23)no1 | 0% | 4.7% | -4% | -4% | 0.1% | 0% | 1.8% | 7% | 11%
O=S(=O)(c1ccc(NC(=S)NCc2ccncc2)cc1)N1CCCCC1 | -5% | 14% | 10% | 11% | 0.5% | -6% | -0.5% | 1% | 8%
CCC(=O)N1CCN(c2ccccc2NC(=O)COc2cc(C)ccc2C(C)C)CC1 | -3% | 11% | 11% | 11% | 0.6%[50 µM] | 22% | -1.0% | -2% | -11%
CCOC(=O)CC1C(=O)NCCN1C(=O)c1ccc(F)cc1F (configuration not stated) | -4% | 0.1% | -5% | 11% | 0.8% | 1% | -0.3% | -1% | 14%
Cc1ccc(NC(=O)Cn2c(=O)oc3ccccc32)cc1 | -4% | -0.1% | 14% | -3% | 0.3% | -8% | -1.1% | 18% | 5%
COc1cccc(/C=C/c2nc3c(cnn3-c3ccccc3)c(=O)[nH]2)c1 | -5% | 2.0% | 3% | 12% | 0.2% | 9% | -0.3% | 6% | -6%
Cc1ccc(C(=O)N/C(=C\c2cccs2)C(=O)NCc2cccnc2)cc1 | -2% | 2.4% | -9% | 6% | -0.1% | -9% | 0.4% | 12% | -1%
O=C(CS(=O)(=O)Cc1ccccc1)Nc1ncccn1 | -12% | 2.4% | -2% | -5% | 0.0% | 3% | -0.5% | 5% | 5%
COc1ccc(S(=O)(=O)N2CCCCCC2)cc1C(=O)N(C)Cc1ccc(Cl)cc1Cl | -7% | ? | / | 6% | -0.2%[50 µM] | 7% | / | 10% | /
O=C(NCC1CCCO1)c1ccc(COCC(F)(F)C(F)F)cc1 (configuration not stated) | -1% | -0.9% | -4% | -3% | -0.3% | -2% | -3.8% | 2% | 12%
Cn1c(SCC(=O)Nc2ccc(Cl)cc2F)nnc1-c1ccco1 | 0% | 1.8% | -7% | 3% | 0.3% | 8% | -1.2% | 4% | 19%
Cn1c(=O)oc2cc(S(=O)(=O)N3CCN(c4ccc(F)cc4)CC3)ccc21 | -3% | 1.0% | -3% | 7% | -0.5% | 2% | 21% | 0% | 3%
CC1(c2ccc(OC(F)F)cc2)NC(=O)N(CC(=O)c2ccc3c(c2)OCO3)C1=O (configuration not stated) | -1% | -2.3% | / | 3% | 1.6%[50 µM] | -1% | / | 17% | /
CC(C)=CCN1CCN(Cc2nc(C(C)C)cs2)CC1CCO (configuration not stated) | -6% | -2.0% | 16% | -4% | 0.5% | -1% | -0.9% | 8% | 8%
COc1cccc(CN2CCC(n3nccc3NC(=O)CCCc3ccccc3)CC2)c1 | -1% | 0.5% | -31% | 5% | -0.7%[50 µM] | -7% | -0.4% | 13% | -5%
CSc1ccc(/C=N/NC(=O)c2ccccc2Cl)cc1 | 1% | -1.2% | -11% | 3% | 0.1% | -2% | -1.3% | 14% | -6%
Cc1cnc(C(=O)NNC(=O)c2ccc(Br)cc2)cn1 | 3% | 0.7% | / | 6% | 0.3%[50 µM] | -11% | / | 15% | /
CCOc1cc(C=O)ccc1OCCCN1C(=O)NC(C)(C)C1=O | -3% | 1.6% | -25% | 2% | 1.1% | -2% | 3.2% | 5% | 0% | NS5 inhibitors pilot replicate=0.5
COc1ccc(-n2cc(-c3ccccc3)c3c(N4CCOCC4)ncnc32)cc1 | -6% | -2.7% | 20% | 9% | 0.5% | -2% | -5.1% | 11% | -21%
CCCc1[nH]n(-c2nc3ccccc3s2)c(=O)c1C=NCC(C)C | 2% | 12% | -6% | 13% | -0.7% | 3% | -1.5% | 20% | -6%
COC(=O)c1cc(COC(=O)c2nc3nc(C)cc(C)n3n2)oc1C | -2% | 0.1% | 0% | 6% | 0.4% | -4% | 2.0% | -28% | -24%
COC(=O)C1=C(C)N(C2CCCCC2)C(=O)C1 | 5% | 0.3% | 22% | 4% | 0.5% | 3% | 0.0% | -7% | 13%
Cc1ccc(C(=O)COC(=O)C(C)N2C(=O)C3C4C=CC(C4)C3C2=O)cc1 (configuration not stated) | 1% | 0.6% | 10% | 4% | 5.3% | 21% | 1.6% | -15% | -11%
CC(=O)Nc1ccc(C(=O)OCC(=O)NC(=O)NC(C)(C)C)cc1 | -6% | 1.3% | 7% | 2% | 1.9% | -4% | -2.3% | 6% | -14%
CC(C)(C)Nc1c(N)c(=O)oc2ccccc12 | -5% | 2.7% | 1% | 5% | 2.1% | 12% | -2.3% | 6% | 0% | NS5 inhibitors pilot replicate=-7.6
COCCCNC(=O)c1nc2ccccc2c(=O)n1NC(=O)Nc1c(Cl)cccc1Cl | 3% | 0.9% | -4% | 6% | 0.3% | 13% | -1.5% | 3% | -1%
Cn1c(N)c(C(=O)COC(=O)CCCc2nc3ccccc3s2)c(=O)n(C)c1=O | -4% | -1.7% | -1% | -2% | 0.2% | 4% | 2.3% | 17% | 5%
O=C1NC(=O)c2cc([N+](=O)[O-])cc3cccc1c23 | -1% | -0.8% | 7% | 4% | 0.9% | -15% | -0.3% | 0% | 0% | NS5 inhibitors pilot replicate=-1.8
O=C1COC(c2ccccc2)C2CCCCN12 (configuration not stated) | -3% | 4.3% | -6% | 12% | 0.1% | 12% | 1.3% | 12% | -2%
Cc1cccc(OCC(=O)N(Cc2ccco2)C2CCS(=O)(=O)C2)c1C (configuration not stated) | -2% | -0.4% | -7% | 0% | 4.1% | / | 1.9% | 8% | 3%
Cc1ccccc1NC(=O)CSc1ccncc1 | -7% | 3.7% | 13% | 11% | 0.1% | 3% | 0.6% | 5% | 12%
O=C(COc1ccc(S(=O)(=O)NC2CCCCC2)cc1)NCCC1=CCCCC1 | -5% | 0.2% | 2% | 8% | 0.5% | 2% | -2.5% | 24% | 10%
CC(/C=C/c1cccc([N+](=O)[O-])c1)=N\NC(=O)c1ccncc1 | -1% | 1.5% | 22% | 5% | 2.1% | 8% | 1.9% | 6% | 7%
CCOC(=O)c1ccccc1NC(=O)CC1SC(=NC)N(C)C1=O (configuration not stated) | -5% | -0.3% | 6% | 5% | -0.7% | -18% | -0.8% | -1% | 6%
Cc1n[nH]c(=O)nc1NCC1CCCO1 (configuration not stated) | -8% | 1.6% | 4% | 5% | 0.0% | -3% | -1.7% | 4% | 5%
O=C(NC1CCCc2ccccc21)c1cccc(S(=O)(=O)N2CCOCC2)c1 (configuration not stated) | -4% | 0.7% | 14% | 7% | -0.4% | 3% | 0.6% | 9% | -8%
Cc1oc(-c2ccccc2F)nc1CSCC(=O)NC1CC1 | -2% | 0.3% | -5% | 4% | 0.0% | -8% | 2.5% | 9% | -6%
O=C(COc1ccccc1)NCC(=O)N/N=C/c1ccco1 | -3% | 0.4% | -5% | 4% | 0.0% | 1% | 18% | 9% | 3%
Cc1ccccc1NS(=O)(=O)c1ccc(Cl)cc1 | 7% | 5.2% | 10% | 5% | -0.6% | 3% | -0.2% | 18% | 10%
O=C(O)c1cn(-c2ccccc2)nc1-c1ccncc1 | -5% | 0.7% | 2% | 8% | -0.2% | 9% | 2.8% | 4% | -15%
